Compound activity as filed in PubChem BioAssay.
BAP1 block – human BAP1 deubiquitinase inhibition. Q92560. recombinant BAP1, Ub-AMC hydrolysis fluorescence kinetic; active compounds read low. activity remaining (% of control), % at 20 µM. 72,000 compounds, 0.48% hits. AID 436;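 active = activity remaining at or below 50% of control, provided the compound also passes the data quality filters; inactive = the rest, including low values that fail the filters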;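 note: 100% = DMSO wells rate and 0% = substrate alone blank rate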
HePTP inhibitor – human HePTP phosphatase inhibition | inhibition, % at 20 µM | recombinant HePTP phosphatase activity, OD absorbance | 110,000 compounds, 0.64% hits | P35236; in the data active = inhibition above about 50%;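 note: plate controls were vehicle for no effect and reference inhibitor for full effect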
Target sequence (P35236 whole entry, looked up): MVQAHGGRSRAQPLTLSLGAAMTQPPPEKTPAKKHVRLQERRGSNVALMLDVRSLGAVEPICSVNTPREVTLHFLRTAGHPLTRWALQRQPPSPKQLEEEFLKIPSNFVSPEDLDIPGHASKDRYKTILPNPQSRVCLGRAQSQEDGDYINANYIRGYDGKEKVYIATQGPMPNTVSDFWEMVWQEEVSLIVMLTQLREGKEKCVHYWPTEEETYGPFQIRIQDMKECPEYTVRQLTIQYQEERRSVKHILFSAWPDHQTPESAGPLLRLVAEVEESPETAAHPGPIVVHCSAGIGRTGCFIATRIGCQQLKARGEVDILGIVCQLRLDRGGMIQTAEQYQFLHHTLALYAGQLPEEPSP
Starred values were filed as active, the others as inactive; i = inactive; x = not tested or not shown; & = joins results of further samples.

SMILES	HePTP inhibitor	BAP1 block
CCCCOC(=O)c1cccc(NC(=O)COc2ccc(C)cc2C)c1	9	x
O=S1(=O)N=CN(Cc2cccc(F)c2)c2ccccc21	0	108
CC(=O)C1=C(c2ccccc2)S/C(=C2/C(=S)C(C)(C)Nc3ccccc32)S1	1	x
O=C(Cn1c(=O)sc2ccccc21)Nc1ccc(S(=O)(=O)N2CCCC2)cc1	5	107
COc1ccc(OC)c(C(=O)CN2C(=O)NC(C)(c3ccccc3)C2=O)c1 (stereo not drawn)	-3	74
O=C(O)c1cccc(NS(=O)(=O)c2ccc(NC(=O)c3ccco3)cc2)c1	x	75
O=C(Nc1ccc(NS(=O)(=O)c2ccc(Br)c(C(=O)Nc3ccccc3)c2)cc1)c1ccccc1	x	55
Cc1cccn2c(=O)c3cc(C(=O)N4CCN(C(=O)c5ccco5)CC4)n(C)c3nc12	-5	x
CCOC(=O)c1cnc(-n2nc(C)cc2C)nc1NCCc1ccccc1	5	84
CCOC(=O)c1c(C)c(C(=O)Nc2ccc(N(C)C)cc2)c(C)n1CC	-3	91
C=CCN(C(=O)CNC(=O)c1ccco1)C(C(=O)NC1CCCCC1)c1ccccc1F (stereo not drawn)	0	97
CCCOC(=O)C(C(=O)OCCC)=C(N)C(Cl)(Cl)Cl	-22	x
Cc1ccc(S(=O)(=O)NC(=O)Nc2cc(C(C)C)c(O)c(C(C)C)c2)cc1	-11	x
O=C(COC(=O)C1COc2ccccc2O1)NC(=O)Nc1ccc2c(c1)OCCO2 (stereo not drawn)	-8	97
COC(=O)c1ccccc1-c1ccc(/C=c2\sc3nc4ccccc4n3c2=O)o1	-8	x

(further entries)
SMILES	HePTP inhibitor	BAP1 block
Cc1ccc(C2OC3(C(=O)c4ccccc4C3=O)C(c3cccc(Cl)c3)C23C(=O)c2ccccc2C3=O)cc1 (stereo not drawn)	-1	x
COc1ccc(NC(=O)c2c(NC(=O)c3ccccc3)sc3c2CCCC3)cc1	-9	x
Cc1cc(C)c(NC(=O)CS(=O)CC(=O)N2CCN(c3ccc(F)cc3)CC2)c(C)c1 (stereo not drawn)	-4	92
Cc1ccc(-c2nc3c(=O)n(C)c4ccccc4c3o2)cc1	8	x
Cc1cccc(N2C(=O)c3ccc(-c4nc5ccccc5c(=O)o4)cc3C2=O)c1C	2	x
COc1ccccc1NC(=O)Nc1ncccc1C	9&9	99
COCCN1C(=O)C(=O)/C(=C(/O)c2ccccc2)C1c1ccc([N+](=O)[O-])cc1 (stereo not drawn)	-4	x
COc1ccc(N(CC(=O)Nc2ccc3c(c2)OCO3)S(=O)(=O)c2ccccc2)c(OC)c1	8	111
O=C(NC1CCS(=O)(=O)C1)N1CCCCC1 (stereo not drawn)	-8	123
CCNS(=O)(=O)c1cc(Br)ccc1OC	4	109
Cc1ccc(-c2ccc(-c3nnc(N)o3)s2)s1	5	x
CCOc1cccc(-c2cc(C(=O)N3CCc4ccccc43)c3ccccc3n2)c1	5	x
Cc1cc(OCC(N)=O)ccc1Cl	5	x
CCCCOc1ccccc1Cn1c(=O)oc2ccccc21	2	78
CCOc1cc2c(cc1OCC)C(C(=O)O)C(c1cc(OC)c(OC)c(OC)c1)N(C)C2=O (stereo not drawn)	-9	101

Next records
SMILES	HePTP inhibitor	BAP1 block
O=C(CC(c1ccccc1)c1ccccc1)N1CCN(Cc2ccccc2)CC1	6	x
Cc1cc(C)n(-c2ncnc3sc(C)c(C)c23)n1	8&-7	86
CCCCN(C(=O)NC(=O)Nc1ccccc1C)S(C)(=O)=O	3	89&112
OCCN(CCO)c1ccc(C(c2ccc(Cl)cc2)c2ccc(N(CCO)CCO)cc2)cc1	4	x
CN(C)c1ccc(/C=C/c2cc[n+]([O-])cc2)cc1	2	85
C=CCc1ccccc1OCc1nnc(N)s1	9	x
CCOC(=O)c1c(C)n(CCc2ccccc2)c2ccc(O)cc12	-3	x
N/C(CN1CCCC1=O)=N\O	11	100
FC(F)(F)c1ccc(/C=N/N2CCN(Cc3ccc(Cl)cc3)CC2)cc1	8	x
CN1/C(=C\C(=O)Nc2ccccc2Br)c2ccccc2CC1(C)C	-9	x
O=C(Cn1c(C(=O)NCC2CCCO2)cc2sccc21)c1ccccc1 (stereo not drawn)	8	113
CCOC(=O)CNc1nc(C#N)nc(N2CCOCC2)n1	5	101
Cc1ccccc1Nc1cc2ccccc2c(=O)[nH]1	0	72
CCc1sc(C(=O)Nc2ccsc2C(=O)OC)cc1Br	8	144
COc1cccc(NC2=NS(=O)(=O)c3ccccc32)c1	-6	x

Next part.
SMILES	HePTP inhibitor	BAP1 block
CCOC(=O)C1=C(c2ccccc2)N=c2s/c(=C\c3ccc[nH]3)c(=O)n2C1c1cc(OC)ccc1OC (stereo not drawn)	-5	x
COc1ccccc1OCCSc1nc2ccccc2c(=O)[nH]1	9&9	85
COc1ccc(-c2cc(C(=O)Nc3nc(-c4ccccc4)c(C)s3)c3ccccc3n2)c(OC)c1	6	x
O=c1oc(-c2cccc([N+](=O)[O-])c2)nc2ccc(Br)cc12	9	x
Cn1c(=O)oc2cc(S(=O)(=O)NCCC(=O)NCCc3ccc(Cl)cc3)ccc21	7	96
O=C(Nc1ccccc1C1CC1)c1ccccc1	7	x
Cc1ccc(OCCNC(=O)c2ccccc2F)cc1	6	x
CN(C)S(=O)(=O)c1ccc2c(c1)c(=O)c(C(=O)NCCCN1CCCCCC1)cn2C	5	97
CC1CN(C2CCCCC2)c2nc3c(c(=O)[nH]c(=O)n3C)n2C1 (stereo not drawn)	-3	109
O=C(Nc1ccon1)c1csc2c1CCCC2	6	x
O=C(Nc1ccncc1)c1ccc2c(c1)OCCO2	-1&0	88
COC(=O)C1(S(=O)(=O)c2ccc(Cl)cc2)CC1	3	x
CCOc1ccccc1N(CC(=O)Nc1cc(OC)ccc1OC)S(=O)(=O)c1ccccc1	-11	x
COc1cccc(NC(=O)CCCn2c(=O)[nH]c3ccccc3c2=O)c1	-4	93
COc1ccc(-c2c(C)nn3c(N4CCC(C(=O)N5CCCCC5)CC4)cc(C)nc23)cc1OC	-1	89

Additional results:
SMILES	HePTP inhibitor	BAP1 block
COC(=O)c1sc(N)c(C(=O)OC)c1COC(=O)c1c(C)noc1C	-6	92
CCOc1ccc(N(C(C)=O)C2C=CS(=O)(=O)C2)cc1 (stereo not drawn)	9	102
O=C(c1cc(F)c(F)cc1Cl)N1CCCC1	6	x
COc1ccc(-c2nnc3sc(C4CCCCC4)nn23)cc1OC	0	94
O=C(COc1ccccc1Cl)Nc1cc(Cl)ccc1C(=O)O	-18	x
O=C(NCCc1nc2ccccc2[nH]1)c1ccc(F)cc1	5	135
COCCn1c(SCC(=O)OC(C)C)nnc1-c1ccccc1	-3	95
Cc1cccc(NC(=O)Cn2nnc(-c3ccc(CN4CCCC4)cc3)n2)c1C	8	98
CC(=O)N1c2ccccc2NC2=C(C(=O)CC(c3ccccc3)C2)C1c1ccccc1Cl (stereo not drawn)	8	x
CCn1c2ccccc2c2ccc(/C=N/NC(=O)c3ccc(O)cc3O)cc21	-16	x
COc1ccc(C(=O)CN2CCN(c3ccc(F)cc3)CC2)cc1OC	2	102
CC1=C(C(=O)OC(C)C)C(c2ccc([N+](=O)[O-])cc2)C2=C(CCCC2=O)N1 (stereo not drawn)	x	111
O=C(Nc1ccc2oc(-c3ccncc3)nc2c1)c1ccccc1F	-12	i
CCOC(=O)CNC(=O)CNC(=O)c1ccc(OCC(C)C)cc1	0	146
CCCC1=C(C(=O)OCC)C(c2ccc(NC(C)=O)cc2)NC(=O)N1 (stereo not drawn)	4	x

Further records:
SMILES	HePTP inhibitor	BAP1 block
COCCN1C(=O)/C(=C\c2ccc(N(C)C)cc2)C(C(=O)OC)=C1C	8	x
O=C1/C(=C/c2cccs2)SC(=S)N1CCC(=O)N1c2ccccc2Sc2ccc(Cl)cc21	-4	x
COCCCNC(=O)Cn1cc(C(C)=O)c2ccccc21	5	143
CCc1ccc(CCC(=O)Nc2nccs2)o1	8	105
CCc1ccc(-n2c(SCC(=O)Nc3cc(C)[nH]n3)nc3[nH]ncc3c2=O)cc1	2	88
CCC(C)NC(=O)N[C@@H](CCSC)C(=O)O (stereo partly drawn)	-1	117
O=C1CCCN1CCC1CCN(C2CC(=O)N(c3ccc(F)cc3)C2=O)CC1 (stereo not drawn)	2	99
CC1=C(C#N)C(=O)NC(=O)/C1=C\c1ccc(-c2cccc(Cl)c2)o1	12	x
CCCC12C(=O)C(C)(C(c3ccccc3)=C1c1ccccc1)C1C(=O)N(c3cccc(Cl)c3)C(=O)C12 (stereo not drawn)	-16	x
Cc1ccc(C(=O)c2ccc(Br)cc2)cc1S(=O)(=O)Nc1ccc(Cl)cn1	1	x
O=C1C(Cl)=C(NCCc2ccccc2)C(=O)N1c1ccccc1	-13	x
Cn1c(SCC(N)=O)nnc1C1CCN(C(=O)NCc2ccccc2)CC1	5	97
COc1cc(/C=N/NS(=O)(=O)c2ccc(Cl)cc2)cc(OC)c1OC	5	x
Cc1cccc(N2C(=O)C(=O)/C(=C(\O)c3ccccc3)C2c2ccc([N+](=O)[O-])cc2)c1 (stereo not drawn)	7	x
COc1ccccc1C1CC(=O)Nc2cc3c(cc21)OCCO3 (stereo not drawn)	3	70

Compound profiles, from the list above. Screens in order: HePTP inhibitor | BAP1 block
`CCc1ccc(CCC(=O)Nc2nccs2)o1` in the list: 8 | 105
`COc1cc(/C=N/NS(=O)(=O)c2ccc(Cl)cc2)cc(OC)c1OC` in the list: 5 | x
`Cc1ccc(C(=O)c2ccc(Br)cc2)cc1S(=O)(=O)Nc1ccc(Cl)cn1` in the list: 1 | x
`O=C1CCCN1CCC1CCN(C2CC(=O)N(c3ccc(F)cc3)C2=O)CC1` (stereo not drawn) in the list: 2 | 99
`O=C1C(Cl)=C(NCCc2ccccc2)C(=O)N1c1ccccc1` in the list: -13 | x

Later entries:
SMILES	HePTP inhibitor	BAP1 block
O=C(O)C(c1ccccc1)C1(O)CCCC1 (stereo not drawn)	-1	104
CCOc1ccccc1-n1c(COc2ccccc2)nnc1SCC(N)=O	8	94
CCN1C(=O)/C(=C\c2ccco2)SC1=S	-16	x
CN(C)S(=O)(=O)c1ccc(S(=O)(=O)N(CC(=O)Nc2ccccc2)CC2CCCO2)cc1 (stereo not drawn)	8	106
Cn1c(=O)c2c(ncn2CCCc2ccccc2)n(C)c1=O	-4	91
Cc1cc(C)c(OCCCN2CCCC2)c(Cl)c1	3	x
NC1=NC(=O)/C(=C/c2cccc(OCc3cccc4ccccc34)c2)S1	2	x
Cc1ccc(NC(=O)COC(=O)CN2CSCC2=O)cc1C	0	111
COc1ccccc1C1Oc2ccccc2C2CC(c3ccccc3)=NN21 (stereo not drawn)	x	108
CCOc1ccc2ccccc2c1C=C1C(=O)NC(=S)NC1=O	3	x
COC(=O)c1ccc(/C=N/NC(=O)CSc2nnc(-c3ccccc3)n2-c2ccccc2)cc1	8	x
CS(=O)(=O)N1CCCC(C(=O)NCCCN2CCc3ccccc3C2)C1 (stereo not drawn)	-6	94
Cc1nc2oc(C(=O)c3ccc(Br)cc3)c(N)c2c2c1COC(C)(C)C2	9	101
Cc1cc(SCC(N)=O)nc(SCC(=O)c2ccccc2)n1	-1	101
COc1ccccc1NC(=O)c1cc(-c2ccc(C)cc2C)nc2ccccc12	-7	x

(listing goes on)
SMILES	HePTP inhibitor	BAP1 block
CC(C)c1nc(N2CCOCC2)c(C#N)c2c1CCC2	0	58
COc1ccc(NC(=O)c2oc3ccc(S(=O)(=O)N4CCC5(CC4)OCCO5)cc3c2C)cc1	-5	x
COc1cc(C(=O)O)c(-n2c(C)ccc2C)cc1OC	41	x
O=C(c1ccc(Cl)cc1)c1ccc2c(c1)CCCO2	-5	x
CCCc1cc(=O)[nH]c(SCC(=O)N2CCN(c3ccc(F)cc3)CC2)n1	12	105
Cc1cc2n(n1)C(c1ccccc1)Nc1ccccc1-2 (stereo not drawn)	-2	60
CC1(C)CC(=O)c2cnn(-c3nc4ccccc4[nH]3)c2C1	-2	93
CC(=O)C1=C(Nc2ccccc2)CC(C)(O)C(C(C)=O)C1c1ccccc1F (stereo not drawn)	-12	x
CN(CC(=O)NCCC1=CCCCC1)S(=O)(=O)c1ccc2c(c1)CCC(=O)N2	-1	90
Cc1cn(S(=O)(=O)c2ccc(Br)cc2)cn1	10	x
C=CCc1cccc2cc(C(=O)Nc3cccc(C(C)=O)c3)c(=O)oc12	-1	x
CCCOc1ccc(CSc2nncn2N)cc1	6	x
COc1cc(NC(=O)c2cc3nc(-c4cccs4)cc(C(F)(F)F)n3n2)cc([N+](=O)[O-])c1	6	x
CC1(C)Cc2ccccc2-c2nnc(-c3cccc(O)c3)n21	0	68
CCOc1ccc(C(=O)Nc2ccc3nn(-c4ccc(OCC)cc4)nc3c2)cc1	-3	x

(more compounds)
SMILES	HePTP inhibitor	BAP1 block
CCCCn1c(CN2CCN(c3cccc(Cl)c3)CC2)nc2c1c(=O)[nH]c(=O)n2C	x	116
COc1ccc(/C=C2/SC(=S)N(CC(=O)Nc3ccc(O)cc3)C2=O)cc1OC	9	x
Cn1c(=O)n(CC(=O)OCc2ccccc2)c(=O)c2c1nc1n2CCCN1C1CCCCC1	8	106
CCCCOC(C)n1ccc(=O)[nH]c1=O (stereo not drawn)	-20	x
O=C(Nc1ccc2nc(SCc3ccccc3)sc2c1)c1ccccc1	8	x
N=c1ccn(CC(=O)N2CCCc3ccccc32)c2ccccc12	x	82
CC(=O)c1sc(NC(=O)c2cc(=O)c3ccccc3o2)nc1C	x	58
